Screens: PubChem BioAssay, Sanford-Burnham Center for Chemical Genomics
TAG inh = inhibitors of triacylglycerol accumulation, primary screen, cell-based, uHTS, fluorescence, H9c2; H9c2 cells, Nile Red lipid (TAG) fluorescence; cells loaded with 200 µM oleic acid; inhibition, % at 12.5 µM; 230,000 compounds, 0.66% hits; AID 651582, 2012;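 active = pattern-corrected inhibition of lipid staining of at least 50% with the nuclear-stain viability signal not falling by more than 50%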;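 also: 0% = DMSO wells and 100% = triacsin C control wells; some results filed as inactive read as strong as hits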
TAG inh DAPI viability = also measured in TAG inh; calls as there; DAPI nuclei signal change (viability), lower = more cytotoxic, %;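 whole-well DAPI fluorescence read on a plate reader as a viability signal; minus 50 percent equals half of cells still viable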
Active calls of the source: *. Only part of the results is shown; rates above refer to the full screens.

CCOC(=O)[C@H](C)N1[C@H](C)[C@H](c2ccccc2)Oc2ccc(Cl)cc2S1(=O)=O was read as TAG inh -8 and TAG inh DAPI viability -14.
For CCOC(=O)Nc1ccc(C)cc1Br the results were TAG inh 1 and TAG inh DAPI viability 1.
Cc1ccc(NC(=O)COC(=O)C2=NNC(=O)CC2)c(Br)c1 was read as TAG inh 5 and TAG inh DAPI viability -5.
COc1ccccc1C(O)(C(=O)NN(C(=O)c1ccccc1)c1ccccc1C)c1cccs1 (stereo unspecified) was read as TAG inh 12 and TAG inh DAPI viability -9.
COc1ccc(C(CC(=O)c2ccccc2)CC(=O)c2ccccc2)cc1 was read as TAG inh -25 and TAG inh DAPI viability 1.
`COc1ccccc1C(=O)C1CCCN(C(=O)c2cccnc2SC)C1` (stereo unspecified) gave TAG inh -11 and TAG inh DAPI viability -9.
Screening CC(C)(C)C(C(=O)n1cccc1C#N)c1ccccc1 (stereo unspecified) returned TAG inh 4 and TAG inh DAPI viability -4.
For CN(C)CC1C2CCC(C2)C1O (stereo unspecified) the results were TAG inh -5 and TAG inh DAPI viability 4.
`CCN1CCN(CCOCCOc2ccccc2)CC1` gave TAG inh 4 and TAG inh DAPI viability -3.
`CCOc1ccccc1NC(=O)c1cccc2ccccc12` gave TAG inh -13 and TAG inh DAPI viability 3.
`COc1ccc(OC)c(NC(=O)CS(=O)(=O)Cc2ccccc2)c1` gave TAG inh 23 and TAG inh DAPI viability 0.
`Cc1ccc2nc(-c3ccc4c(c3)NC(=O)CO4)cn2c1` gave TAG inh 9 and TAG inh DAPI viability -9.
COc1ccc(CCN(C)C(=O)CCc2nnc(-c3ccccc3)o2)cc1OC was read as TAG inh 9 and TAG inh DAPI viability -3.
`CC1=C(C(=O)OC(C)C)C(c2ccccn2)n2ncnc2N1` (stereo unspecified) gave TAG inh 10 and TAG inh DAPI viability -8.
CC1(C(=O)NS(=O)(=O)c2ccc(C#N)cc2)CCN1C(=O)C1(c2ccccc2)CCCC1 (stereo unspecified) was read as TAG inh 0 and TAG inh DAPI viability -3.
Screening Cc1sc2nc3n(c(=O)c2c1C)CCCS3 returned TAG inh 11 and TAG inh DAPI viability -7.
Cc1ccc(CC(=O)OC(C)C(=O)NC2CCCCC2C)cc1C (stereo unspecified) was read as TAG inh -42 and TAG inh DAPI viability -1.
`CCN(CC)S(=O)(=O)c1ccc(Cl)c(C(=O)OCC(=O)c2c(N)n(C)c(=O)n(C)c2=O)c1` gave TAG inh 1 and TAG inh DAPI viability -7.
`O=C(NCCO)C(=O)c1c(-c2ccccc2)cc2ccccn12` gave TAG inh -12 and TAG inh DAPI viability 6.
Screening Cc1ccc(-c2cn(-c3ccc(OC(F)F)cc3)c3[n+]2CCCCC3)cc1 returned TAG inh -8 and TAG inh DAPI viability -15.
CS(=O)(=O)N(CC(=O)N1CCc2ccccc2C1)c1cccc([N+](=O)[O-])c1 was read as TAG inh -11 and TAG inh DAPI viability 0.
Screening Cc1cccc(C)c1NC1=NC(=S)N(c2ccc(N(C)C)cc2)C1(C)C returned TAG inh -5 and TAG inh DAPI viability 7.
CCOC(=O)c1cc(-c2ccccc2)sc1NC(=S)Nc1cccc(C)n1 was read as TAG inh 69* and TAG inh DAPI viability -14*.
O=C(CNC(=O)c1ccco1)OCC(=O)c1cccc2ccccc12 was read as TAG inh -7 and TAG inh DAPI viability 3.
`C=CCOC(=O)C1=C[C@@H](c2coc3ccccc3c2=O)C[C@@H](OCCCCO)O1` gave TAG inh 16 and TAG inh DAPI viability -16.
CCCN1CCN(C(=O)c2c(Cl)cnn2C)CC1 was read as TAG inh -7 and TAG inh DAPI viability 3.
Cc1cc(C)cc(NC(=O)c2ccc(N3C(=O)C4CCCCC4C3=O)cc2)c1 (stereo unspecified) was read as TAG inh -2 and TAG inh DAPI viability -1.
COC(=O)c1ccc(NC(=S)NNC(=O)c2ccccc2)cc1 was read as TAG inh -3 and TAG inh DAPI viability 4.
For O=[N+]([O-])c1ccccc1/C=C/C=N/Nc1nc(N2CCCCC2)nc(N2CCCCC2)n1 the results were TAG inh 1 and TAG inh DAPI viability 10.
`C[C@H]1CN([C@@H](C)CO)C(=O)CCCn2nncc2CO[C@H]1CN(C)S(=O)(=O)c1ccc2c(c1)OCCCO2` gave TAG inh -4 and TAG inh DAPI viability 3.
`CCCCCC(=O)N1CC2(CC(c3cccc(NC(=O)CC)c3)=NO2)C[C@H]1C(N)=O` (stereo partly specified) gave TAG inh 22 and TAG inh DAPI viability -3.
Screening CC(OC(=O)C1=COCCO1)C(=O)Nc1cccc(S(=O)(=O)N2CCOCC2)c1 (stereo unspecified) returned TAG inh -2 and TAG inh DAPI viability -3.
COCCNC(=O)C(=O)NCC1OCCN1S(=O)(=O)c1ccc(F)cc1 (stereo unspecified) was read as TAG inh -2 and TAG inh DAPI viability -1.
Screening Cc1ccc(S(=O)(=O)NC(=O)c2cc(C)n(C3CC3)c2C)cc1 returned TAG inh -5 and TAG inh DAPI viability -3.
Screening COc1ccc(OC)c(/C=C/C(=O)OCC(=O)c2c(N)n(C)c(=O)n(C)c2=O)c1 returned TAG inh 56* and TAG inh DAPI viability -38*.
For O=C(O)Cc1ccc(NC(=O)c2ccc3c(c2)C(=O)N(CC2CCCO2)C3=O)cc1 (stereo unspecified) the results were TAG inh 12 and TAG inh DAPI viability 0.
`CCOC(=O)c1c(NC(=O)COC(=O)c2cccc([N+](=O)[O-])c2)sc(C(=O)N(C)C)c1C` gave TAG inh 16 and TAG inh DAPI viability -6.
COCCN(C(=O)COC(=O)/C=C/c1ccco1)c1c(N)n(Cc2ccccc2)c(=O)[nH]c1=O was read as TAG inh 2 and TAG inh DAPI viability -4.
For Cc1ccc(O)c(NC(=S)NC(=O)/C=C/c2ccccc2)c1 the results were TAG inh -1 and TAG inh DAPI viability 1.
For Cc1ccc(S(=O)(=O)NCC(=O)OCc2ccccc2)cc1 the results were TAG inh 4 and TAG inh DAPI viability 0.
Screening C[C@H]1CN([C@@H](C)CO)S(=O)(=O)c2ccc(C#CC(C)(C)O)cc2O[C@H]1CN(C)Cc1ccccc1 returned TAG inh 8 and TAG inh DAPI viability -1.
`CCN1CCN(C(=O)CCc2ccc(S(=O)(=O)NCCc3ccccc3)cc2)CC1` gave TAG inh 9 and TAG inh DAPI viability -7.
For CN1CCCN(CC(O)COCc2cccs2)CC1 (stereo unspecified) the results were TAG inh 0 and TAG inh DAPI viability 8.
COc1ccc(-n2c(C)cc(C3=NNC(=NC4CC4)SC3)c2C)cc1 was read as TAG inh -2 and TAG inh DAPI viability 8.
Screening O=c1c2ccccc2c(-c2ccccc2)nn1-c1cc(Cl)ccc1[N+](=O)[O-] returned TAG inh 15 and TAG inh DAPI viability -3.
`COCCN1CCn2c(nc3cc(NC(=O)NC4CCCCC4)ccc32)C1` gave TAG inh 14 and TAG inh DAPI viability -5.
`COC(=O)C1=C(N)Oc2cc(C)[nH]c(=O)c2C1c1cc(OC)c(OC)c(OC)c1` (stereo unspecified) gave TAG inh 11 and TAG inh DAPI viability -8.
Screening CC(/C=C/c1ccccc1)=N\NC(=O)c1cc(C)nc2ccccc12 returned TAG inh -2 and TAG inh DAPI viability -7.
Screening S=c1[nH]nc(Cc2ccc(Br)cc2)n1/N=C/c1ccc(Cl)cc1 returned TAG inh 2 and TAG inh DAPI viability 11.
`O=C(Cn1nnc2ccccc21)OCc1ccccc1` gave TAG inh 16 and TAG inh DAPI viability -10.
`Cc1ccccc1Nc1ncnc2[nH]ncc12` gave TAG inh -20 and TAG inh DAPI viability 6.
Cc1nc(-c2cccc(NC(=O)c3ccc(-n4cccn4)cc3)c2)cs1 was read as TAG inh -14 and TAG inh DAPI viability 11.
Screening CC(=O)N/C(=C\c1ccccc1)C(=O)OCC(=O)N(CC(C)C)c1c(N)n(Cc2ccccc2)c(=O)[nH]c1=O returned TAG inh -32 and TAG inh DAPI viability -2.
For CS/C(=N\S(=O)(=O)c1cccs1)Nc1ccc(Cl)cc1 the results were TAG inh -4 and TAG inh DAPI viability 4.
For CCCC1=Nc2cc(C(=O)NCCCOCC)ccc2Sc2ccccc21 the results were TAG inh 79* and TAG inh DAPI viability -39*.
For Cc1cc(C(=O)N2CCN(c3ccc([N+](=O)[O-])cc3)CC2)c(C)o1 the results were TAG inh -33 and TAG inh DAPI viability 0.
Cc1ccc(S(=O)(=O)NCCOc2nc(N(C)C)nc(N(C)C)n2)cc1 was read as TAG inh 1 and TAG inh DAPI viability 1.
Screening CCc1nnc(NC(=O)c2ccc(NC(=O)C(C)C)cc2)s1 returned TAG inh -2 and TAG inh DAPI viability -3.
`Cn1cnnc1Sc1ccc(/C=C(\CC(=O)O)c2nc3ccccc3s2)cc1[N+](=O)[O-]` gave TAG inh 3 and TAG inh DAPI viability 3.
Screening COCc1c(C(=O)OCC(=O)c2ccc[nH]2)oc2ccccc12 returned TAG inh -24 and TAG inh DAPI viability 0.
For Cc1nc2ccc(C(=O)NCCCn3ccnc3)cn2c1N(C)C(=O)CCc1ccccc1 the results were TAG inh 9 and TAG inh DAPI viability -1.
`O=C(NCc1cccnc1)c1ccc(S(=O)(=O)N2CCCCCC2)cc1` gave TAG inh 1 and TAG inh DAPI viability -10.
For O=C1NC(=O)/C(=C/c2ccccc2OCc2ccccc2)S1 the results were TAG inh -11 and TAG inh DAPI viability -1.
`COc1ccc(N(CC(=O)N/N=C/c2cccc3c2OCCO3)S(=O)(=O)c2ccc(NC(C)=O)cc2)cc1` gave TAG inh -4 and TAG inh DAPI viability 10.
For COc1ccc(NC(=O)C[C@H]2C(=O)N(CCc3ccccc3)C[C@@H]2CSC)cc1 the results were TAG inh 12 and TAG inh DAPI viability -1.
COC(=O)c1sc(NC(=O)/C=C/c2ccccc2Cl)nc1C was read as TAG inh -15 and TAG inh DAPI viability 12.
Cc1cccn2c(=O)c3cc(C(=O)NC4CCCC4)c(=N)n(C4CCCC4)c3nc12 was read as TAG inh 51*.
Screening COc1nc(NCCc2ccc(OC)c(OC)c2)nc(OC)n1 returned TAG inh 4 and TAG inh DAPI viability -11.
For COc1ccc(OC(C)C(=O)Nc2cccc(F)c2)cc1 (stereo unspecified) the results were TAG inh 2 and TAG inh DAPI viability -13.
COc1ccc(NC(=O)C2CC(=O)OC23CCCCC3)cc1 (stereo unspecified) was read as TAG inh -10 and TAG inh DAPI viability 1.
For Cc1ccc(OCC(=O)Nc2cc(C)on2)c([N+](=O)[O-])n1 the results were TAG inh -2 and TAG inh DAPI viability -5.
COc1ccc(-c2c(C#N)c(N)nc3c2c(=O)n(C)c(=O)n3C)cc1Cl was read as TAG inh 12 and TAG inh DAPI viability 0.
Screening O=C(O/N=C(\c1ccccc1)c1ccncc1)c1ccccc1F returned TAG inh 5 and TAG inh DAPI viability -1.
For CCn1cc(C(=O)OCC(=O)c2ccccc2)c(=O)c2ccc(C)nc21 the results were TAG inh -23 and TAG inh DAPI viability -1.
For COc1cc([N+](=O)[O-])ccc1NC(=O)C[n+]1ccccc1C the results were TAG inh -3 and TAG inh DAPI viability -6.

3 consecutive records from above, quoted:
COC(=O)c1sc(NC(=O)/C=C/c2ccccc2Cl)nc1C was read as TAG inh -15 and TAG inh DAPI viability 12.
Cc1cccn2c(=O)c3cc(C(=O)NC4CCCC4)c(=N)n(C4CCCC4)c3nc12 was read as TAG inh 51*.
Screening COc1nc(NCCc2ccc(OC)c(OC)c2)nc(OC)n1 returned TAG inh 4 and TAG inh DAPI viability -11.

Continued.
`CCOC(=O)COc1ccc2nsnc2c1` gave TAG inh 1 and TAG inh DAPI viability 8.
COCCN(C(=S)Nc1c(C)cc(C)cc1C)C(C)c1cccs1 (stereo unspecified) was read as TAG inh -20 and TAG inh DAPI viability 3.
`O=C(NCC1CC1)c1ccc2sc([C@H]3C[C@H](O)[C@@H](CO)O3)nc2c1` gave TAG inh 5 and TAG inh DAPI viability 3.
`COc1cc(-c2nnc(SCC(=O)Nc3ccc(C(=O)O)cc3)o2)cc(OC)c1OC` gave TAG inh -3 and TAG inh DAPI viability -2.
Cc1ccc(O)c(Cc2cc(C)cc(Cc3cc(C)ccc3O)c2O)c1 was read as TAG inh -6 and TAG inh DAPI viability 0.
`Cn1cc(CNC(=O)c2cc(COc3ccc4c(c3)CCCC4)on2)cn1` gave TAG inh 7 and TAG inh DAPI viability 1.
`Nc1c(-c2ccc(Cl)cc2)cnn1-c1cc(C(F)(F)F)cc(C(F)(F)F)c1` gave TAG inh 16 and TAG inh DAPI viability -2.
Screening CCn1cc(/C=C/C(=O)Nc2ccn(Cc3c(F)c(F)cc(F)c3F)n2)cn1 returned TAG inh 13 and TAG inh DAPI viability -11.

Compounds above with a Cl atom:
CCOC(=O)[C@H](C)N1[C@H](C)[C@H](c2ccccc2)Oc2ccc(Cl)cc2S1(=O)=O was read as TAG inh -8 and TAG inh DAPI viability -14.
`CCN(CC)S(=O)(=O)c1ccc(Cl)c(C(=O)OCC(=O)c2c(N)n(C)c(=O)n(C)c2=O)c1` gave TAG inh 1 and TAG inh DAPI viability -7.
CCCN1CCN(C(=O)c2c(Cl)cnn2C)CC1 was read as TAG inh -7 and TAG inh DAPI viability 3.
Screening O=c1c2ccccc2c(-c2ccccc2)nn1-c1cc(Cl)ccc1[N+](=O)[O-] returned TAG inh 15 and TAG inh DAPI viability -3.
Screening S=c1[nH]nc(Cc2ccc(Br)cc2)n1/N=C/c1ccc(Cl)cc1 returned TAG inh 2 and TAG inh DAPI viability 11.
For CS/C(=N\S(=O)(=O)c1cccs1)Nc1ccc(Cl)cc1 the results were TAG inh -4 and TAG inh DAPI viability 4.
COC(=O)c1sc(NC(=O)/C=C/c2ccccc2Cl)nc1C was read as TAG inh -15 and TAG inh DAPI viability 12.
COc1ccc(-c2c(C#N)c(N)nc3c2c(=O)n(C)c(=O)n3C)cc1Cl was read as TAG inh 12 and TAG inh DAPI viability 0.
`Nc1c(-c2ccc(Cl)cc2)cnn1-c1cc(C(F)(F)F)cc(C(F)(F)F)c1` gave TAG inh 16 and TAG inh DAPI viability -2.
